# MLLE-PAM2 inh = blocks PAM2 peptide binding to the PABP1 MLLE domain; inhibition, % at 20 µM; P11940; GST-MLLE / FITC-PAM2 fluorescence polarization; AID 588489; 0.36% of 360,000 active; in the data active means inhibition above about 35%, passing the limit was not always enough;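 further: plate controls were DMSO wells with GST-MLLE for no effect and wells lacking GST-MLLE protein for full effect; some results filed as inactive read as strong as hits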
# MsrA act = bovine methionine sulfoxide reductase A activation. purified bovine MsrA, absorbance read-out. activation, % at 10.6 µM. 0.3% of 360,000 active. AID 602163; in the data active means activation above about 7.5%;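 further: 0% = vehicle and 100% = reference activator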
# FAS-TE inh = FAS thioesterase (human) inhibition; P49327; recombinant FAS-TE, OMFH fluorogenic substrate, fluorescence endpoint; 0.67% of 360,000 active; inhibition, % at 15 µM;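 active means compounds whose normalised, plate-corrected inhibition of enzyme fluorescence in the single-dose primary screen is 50% or more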;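 further: 0% = DMSO with enzyme and 100% = substrate without enzyme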
# Target sequence (P49327 whole entry, looked up): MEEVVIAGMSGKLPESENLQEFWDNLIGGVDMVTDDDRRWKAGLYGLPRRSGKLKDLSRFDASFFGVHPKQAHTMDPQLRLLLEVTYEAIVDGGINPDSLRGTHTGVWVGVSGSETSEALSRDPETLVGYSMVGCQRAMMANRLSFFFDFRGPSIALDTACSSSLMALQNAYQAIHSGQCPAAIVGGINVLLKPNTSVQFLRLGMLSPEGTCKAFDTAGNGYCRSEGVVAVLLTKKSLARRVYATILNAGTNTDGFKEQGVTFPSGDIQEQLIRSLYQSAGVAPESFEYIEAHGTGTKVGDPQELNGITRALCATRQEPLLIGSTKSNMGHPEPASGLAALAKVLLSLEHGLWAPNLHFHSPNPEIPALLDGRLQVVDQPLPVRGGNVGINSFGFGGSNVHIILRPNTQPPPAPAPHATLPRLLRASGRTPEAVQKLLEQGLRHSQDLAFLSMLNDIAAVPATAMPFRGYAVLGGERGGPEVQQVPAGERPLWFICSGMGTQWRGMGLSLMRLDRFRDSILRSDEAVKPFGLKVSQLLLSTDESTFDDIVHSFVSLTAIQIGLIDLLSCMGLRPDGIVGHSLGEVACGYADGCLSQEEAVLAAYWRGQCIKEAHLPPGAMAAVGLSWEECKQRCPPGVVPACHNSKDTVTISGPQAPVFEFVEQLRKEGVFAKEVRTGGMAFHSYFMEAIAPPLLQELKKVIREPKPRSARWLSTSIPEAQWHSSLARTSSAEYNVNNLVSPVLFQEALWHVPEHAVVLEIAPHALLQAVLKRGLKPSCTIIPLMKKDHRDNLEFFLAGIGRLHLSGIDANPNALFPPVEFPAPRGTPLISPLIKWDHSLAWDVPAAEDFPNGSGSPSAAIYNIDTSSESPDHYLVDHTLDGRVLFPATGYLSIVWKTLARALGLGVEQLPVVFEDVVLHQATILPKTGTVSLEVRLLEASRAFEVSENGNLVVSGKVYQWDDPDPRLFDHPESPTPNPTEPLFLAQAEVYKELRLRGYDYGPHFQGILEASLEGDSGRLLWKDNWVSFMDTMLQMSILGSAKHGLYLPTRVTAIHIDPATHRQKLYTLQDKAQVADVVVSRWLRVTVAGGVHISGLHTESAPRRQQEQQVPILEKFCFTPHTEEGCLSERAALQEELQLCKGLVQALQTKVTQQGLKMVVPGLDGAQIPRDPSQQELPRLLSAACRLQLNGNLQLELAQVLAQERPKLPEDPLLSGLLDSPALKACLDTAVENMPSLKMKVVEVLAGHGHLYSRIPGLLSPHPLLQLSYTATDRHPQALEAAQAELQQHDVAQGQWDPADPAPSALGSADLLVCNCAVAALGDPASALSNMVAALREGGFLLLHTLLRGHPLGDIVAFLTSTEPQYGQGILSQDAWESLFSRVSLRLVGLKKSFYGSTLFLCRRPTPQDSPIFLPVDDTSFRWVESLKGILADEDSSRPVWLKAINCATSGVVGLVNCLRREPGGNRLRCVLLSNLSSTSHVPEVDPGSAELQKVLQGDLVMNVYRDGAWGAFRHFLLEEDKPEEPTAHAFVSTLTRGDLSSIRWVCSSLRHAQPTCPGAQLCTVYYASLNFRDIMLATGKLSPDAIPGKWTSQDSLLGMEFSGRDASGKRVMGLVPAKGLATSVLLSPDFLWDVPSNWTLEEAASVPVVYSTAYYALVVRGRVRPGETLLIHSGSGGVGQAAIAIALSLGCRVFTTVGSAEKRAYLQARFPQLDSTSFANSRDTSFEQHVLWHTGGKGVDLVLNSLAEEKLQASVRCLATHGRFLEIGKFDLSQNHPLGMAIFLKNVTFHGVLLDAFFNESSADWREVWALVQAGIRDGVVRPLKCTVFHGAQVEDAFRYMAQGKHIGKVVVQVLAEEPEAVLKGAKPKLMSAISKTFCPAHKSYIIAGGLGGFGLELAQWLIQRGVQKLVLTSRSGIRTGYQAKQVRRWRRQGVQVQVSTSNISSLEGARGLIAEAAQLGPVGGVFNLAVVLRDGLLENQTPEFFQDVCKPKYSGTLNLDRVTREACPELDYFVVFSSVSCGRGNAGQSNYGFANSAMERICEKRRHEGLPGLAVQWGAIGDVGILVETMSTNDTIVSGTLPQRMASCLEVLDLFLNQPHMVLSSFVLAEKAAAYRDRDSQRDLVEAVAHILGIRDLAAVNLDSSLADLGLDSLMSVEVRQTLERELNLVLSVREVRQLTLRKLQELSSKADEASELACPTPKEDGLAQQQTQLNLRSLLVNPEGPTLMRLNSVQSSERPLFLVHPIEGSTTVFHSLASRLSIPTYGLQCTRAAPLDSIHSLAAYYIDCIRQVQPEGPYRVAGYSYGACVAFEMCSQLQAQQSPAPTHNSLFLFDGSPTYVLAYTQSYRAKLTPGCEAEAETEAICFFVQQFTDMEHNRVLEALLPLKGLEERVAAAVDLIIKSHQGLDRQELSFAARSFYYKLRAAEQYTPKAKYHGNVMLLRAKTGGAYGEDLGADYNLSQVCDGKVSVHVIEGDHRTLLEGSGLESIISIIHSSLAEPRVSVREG
# SKN-1 inh = inhibitors of C. elegans SKN-1; inhibition, % at 21.8 µM; 0.49% of 360,000 active; AID 624304; C. elegans VP596 Pgst-4::GFP/RFP ratio, acrylamide-induced, 24 h;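 active means interference check ratio from 0.5 to 1.5 plus GFP to RFP signal ratio inhibition reaching or exceeding a fixed threshold, cut at about 30% in these data, passing the limit was not always enough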; further: some compounds called inactive have numbers as strong as hits
# MT1-MMP act inh = blocks activation of human MT1-MMP; HT1080 RFP-PRO-GFP cells, GFP/RFP ratio fluorescence, overnight; percent of plate control window, DMSO zero; 0.061% of 360,000 active; AID 651647; P50281; GFP/RFP ratio change, % at 20 µM;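 active means GFP/RFP ratio change of at least 30% with cell ATP level not reduced by more than half and red fluorescence within 50% of control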; further: strong numbers were not always called active
#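 Test system: HT1080 RFP-PRO-GFP cells; Benchmarks: DMSO and RFP-L50D-GFP cell wells; Timing: cells overnight before dosing, compound overnight, 37 °C, 5% CO2; Compound: one 20 µM compound dose with 1% DMSO; Read-out: GFP/RFP fluorescence ratio.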
# NRP1-CendR mod = alters CendR peptide binding to human NRP-1; O14786; FAM-RPARPAR peptide binding to NRP-1, fluorescence polarization; inhibition, % at 25 µM; 0.85% of 360,000 active; AID 602438;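 active means inhibition or corrected inhibition above about 18%, plus a signal ratio from 0.5 to 1.5, limit read from the data, passing the limit was not always enough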; further: strong numbers were not always called active
# TbMetRS inhib = blocks T. brucei methionyl-tRNA synthetase activity | 0.4% of 360,000 active | purified T. brucei MetRS, ATP depletion, Kinase-Glo luminescence | inhibition, % at 11.9 µM;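 active means inhibition above a per-plate cutoff of the control wells' mean inhibition plus 3 SD, cut at about 5.5% in these data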;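 further: 0% = DMSO wells median and 100% = median of wells with control inhibitor compound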
#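 assay system = parasite MetRS enzyme | timing = 15 min preincubation, 2 h reaction, all 25 °C | evaluation = percent inhibition relative to median high and low control wells | medium = HEPES buffer containing pyrophosphatase, BSA, spermine, DTT | compound = single dose, 11.9 µM final nominal, 0.9% final DMSO | detection = Kinase-Glo luminescence, ATP depletion format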
# eLon inh = inhibitors of E. coli Lon protease; P0A9M0; purified E. coli Lon protease, fluorescence polarization; inhibition, % at 7.94 µM; 0.42% of 360,000 active; AID 602123; in the data active means inhibition above about 13%, passing the limit was not always enough;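 further: 0% = enzyme with probe and DMSO and 100% = no enzyme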
# MsrA inh = bovine MsrA inhibition | inhibition, % at 15.5 µM | 0.75% of 360,000 active | AID 651718 | purified bovine MsrA, absorbance read-out; in the data active means inhibition above about 4.5%;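 further: 0% = vehicle wells with enzyme and 100% = reference inhibitor wells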
# * = called active by the depositor; / = no result given.
SMILES,MLLE-PAM2 inh,MsrA act,FAS-TE inh,SKN-1 inh,MT1-MMP act inh,NRP1-CendR mod,TbMetRS inhib,eLon inh,MsrA inh
CC1(C(=O)Nc2cccc(NS(C)(=O)=O)c2)Cc2c(-c3cccc(C(N)=O)c3)ccnc2O1 (stereo not given),6,-3,-2,-3,-2,-7,-0.1,-2,-1.1
O=C(CCSc1ccccc1)NC1CCCC1,11,-6,-3,5,-2,6,-1.2,5,0.9
COc1ccc(-c2nc(NC(C)=O)sc2-c2ccccc2)cc1,27,0,18,-1,-3,-7,1.0,-2,0.7
Cc1cccc(OCC2=NS(=O)(=O)c3ccccc3N2)c1,4,-6,0,-9,-4,-6,-0.1,6,-0.9
CN(C)c1ccc(C(CNS(=O)(=O)c2ccc(F)cc2)c2c[nH]c3ccccc23)cc1 (stereo not given),10,-8,18,6,-7,-14,-0.3,7,0.4
O=C(c1ccco1)N1CCN(C(=O)c2cnn3c(C(F)(F)F)cc(-c4cccs4)nc23)CC1,-10,-4,-5,-5,5,-9,-0.2,-12,3.5
CC(C(=O)Nc1sccc1C(N)=O)N1C(=O)C2CC=CCC2C1=O (stereo not given),3,-5,-8,2,3,5,-0.6,6,-0.1
O=C(c1ccccc1)N(Cc1ccc(F)cc1)C1CCS(=O)(=O)C1 (stereo not given),15,-3,-5,3,0,-9,0.1,9,0.8
Cc1cc(C)c2nc(N3CCN(C)CC3)c(C#N)cc2c1,-9,-2,-2,21,-9,-4,-0.5,0,0.2
COC(=O)Cc1cn(-c2ncc(C(F)(F)F)cc2Cl)c2ccccc12,6,-5,12,3,-5,-9,-1.5,-1,1.4
Cc1ccc(-c2nn(Cc3ccccc3)cc2C(=O)N2CCN(c3ccccn3)CC2)cc1,-1,0,8,-11,2,-4,-0.1,3,1.2
COC(=O)C1C(O)=C(C=Nc2ccc3ccccc3c2)C(=O)CC1(C)C (stereo not given),6,-3,-3,-13,4,0,0.0,-1,-0.5
COc1ccccc1CNC(=O)COC(=O)c1ccc(C)s1,-1,-3,-2,5,-1,-13,-0.4,-10,-0.7
Oc1ccccc1C(Nc1nccs1)c1ccc2cccnc2c1O (stereo not given),20,-1,1,-8,6,-10,-0.4,-1,0.3
Cc1ccc(Nc2nc(CSc3n[nH]c(N)n3)cs2)cc1,-9,-1,-17,5,3,-18,0.0,-4,0.3
CCOC(=O)c1nc2nc(C)c(Cl)c(=O)n2[nH]1,-7,-11,-13,-4,-1,6,-0.8,-1,-0.2
O=C(NCC(=O)N1CCN(S(=O)(=O)c2ccccc2C(F)(F)F)CC1)c1sc2ccccc2c1Cl,-20,-4,-1,10,11,10,-0.6,3,0.8
CC(C)c1nnc(NC(=O)CN2C(=O)c3ccccc3C2=O)s1,1,-7,-5,-10,0,-1,-0.7,6,-0.6
NC(=O)N/N=C/c1ccccc1OC(=O)c1cc2ccccc2oc1=O,5,-3,-3,-16,0,-8,-0.5,4,3.1
Cc1ccc(NC(=O)c2ccc3snnc3c2)cc1C,6,-2,5,11,4,15,0.0,1,1.2
COc1ccc(Oc2ncccc2[N+](=O)[O-])cc1,7,-4,0,4,0,-13,-0.6,2,-0.5
O=C(NCc1cc(C(F)(F)F)cc(C(F)(F)F)c1)C1CC(c2ccccc2F)=NO1 (stereo not given),7,-6,20,6,0,28*,-0.4,11,0.0
COc1ccccc1-c1ccc(SCc2cccc(C)c2)nn1,-3,-1,3,4,-3,-13,-0.4,-7,-0.3
COc1cccc(CN2CCN(S(=O)(=O)c3ccc(Cl)s3)CC2)c1,2,-1,24,12,9,7,-0.6,-6,-0.3
Cc1cc(NC(=O)C(C)SCC(=O)N(Cc2ccccc2)c2ccccc2)no1 (stereo not given),7,-8,-2,4,6,9,-0.7,4,1.1
CCC(=O)NNC(=O)c1cc(COc2cc(Cl)cc(Cl)c2)on1,2,-8,-6,-3,-1,3,0.2,15,-1.3
Cc1ccc2nc(-c3ccncc3)[nH]c2c1,18,-9,-5,-1,3,8,0.5,8,3.3
S=C1NCN(Cc2cccnc2)CN1Cc1ccccc1,-60,-12,-3,-11,1,6,-1.3,8,0.0
COc1ccc(O)c(C(=O)c2cnc3c(c2)c(C)nn3C)c1,13,-3,3,8,1,11,-0.3,8,1.2
O=S(=O)(Nc1nc2ccccc2nc1N1CCN(CCO)CC1)c1cc(F)ccc1F,-3,-3,-6,13,-7,12,0.0,-13,2.6
CC1(C(=O)NS(=O)(=O)c2ccccc2Cl)CCN1C(=O)Cc1ccc(Cl)cc1Cl (stereo not given),7,-7,-6,-10,3,-13,-0.5,-4,-0.7
CCCCOC(=O)c1ccc(Nc2ccc([N+](=O)[O-])cn2)cc1,1,-4,-10,4,6,4,-0.7,7,-0.3
CCN(CC)c1cc(Cl)c2nonc2c1N,-14,-1,7,7,-1,0,0.4,0,-0.3
CN(C)S(=O)(=O)c1ccc(/C(O)=C2/C(=O)C(=O)N(Cc3cccnc3)C2c2cccs2)cc1 (stereo not given),-2,-3,-4,1,-1,-10,0.0,4,3.2
Cc1nn(CC(=O)NC2CCS(=O)(=O)C2)c(C)c1S(=O)(=O)N(C)C (stereo not given),6,-3,-11,3,3,0,-0.1,-4,0.1
O=C(O)c1cc(NC(=O)c2ccc3c(c2)C(=O)N(Cc2cccnc2)C3=O)cc(C(=O)O)c1,0,-1,-4,8,-1,-4,-0.4,-8,-0.1
O=C1NC(=O)C(c2ccccc2)(C2CCCC2)N1 (stereo not given),-11,-12,-4,-8,-1,4,-0.5,-6,0.5
C#CCOCCOCCOCCNc1nc(N2CCN(C(=O)[C@H](Cc3cc4ccccc4[nH]3)n3cc([C@@H](N)CC(C)C)nn3)CC2)nc(N2CCN(C(=O)[C@H](Cc3cc4ccccc4[nH]3)n3cc([C@@H](N)CC(C)C)nn3)CC2)n1,-3,0,-20,7,-3,5,-0.3,-2,/
CCc1c(C)nc2ncnn2c1N1CCC(C(=O)N2CCN(c3ccc(F)cc3)CC2)CC1,-2,-3,-1,8,-1,-4,-0.6,-11,1.4
Cc1ccccc1-n1ncc2c(SCC(=O)N3c4ccccc4CC3C)ncnc21 (stereo not given),12,-1,29,16,-6,-5,-0.2,5,0.1
O=C(c1ccc(Cl)c(S(=O)(=O)N2CCCC2)c1)N1CCN(c2ccccc2)CC1,-2,-2,2,1,-3,37*,-0.5,-9,-0.1
O=C(CS(=O)(=O)Cc1ccccc1)Nc1ccc(Cl)cn1,0,-9,-10,7,10,-3,-0.9,2,0.6
Cc1ccc(NC=C(S(=O)(=O)c2ccccc2)S(=O)(=O)c2ccccc2)cc1,9,0,28,8,-2,29*,-0.2,5,0.8
COc1ccccc1NC(=O)c1sc2nc(Cc3ccccc3)cc(C(F)(F)F)c2c1N,-3,-4,4,-2,-110,132,-0.6,-6,/
Fc1ccc2[nH]c3c(N4CCN(c5ccccc5)CC4)ncnc3c2c1,2,1,12,19,0,-6,2.7,-5,0.7
CC1(C)N=C(N)N=C(N)N1c1ccc(F)cc1F,-7,-1,-7,-10,4,16,-0.3,7,-0.1
CCCCC[C@H]1CCCCC[C@H](O)C[C@@H](O)[C@H](O)/C=C/C(=O)O1,/,-2,-11,7,-6,6,0.0,7,-0.4
C/C(Cn1nc([N+](=O)[O-])cc1C)=N\NC(=O)COc1ccccc1[N+](=O)[O-],7,-9,5,-7,1,-2,-0.8,-2,0.3
Cc1ccc(/C=C/C(=O)N2CCN(S(=O)(=O)c3c(C)c(C)cc(C)c3C)CC2)o1,4,-1,13,8,-1,-34,0.3,-13,0.8
Cc1cccc(OCCOc2ccccc2C=C(C#N)C#N)c1,-6,-5,2,0,-3,-24,-0.4,-14,2.1
O=S(=O)(/N=C(/NS(=O)(=O)c1ccccc1)c1ccccc1)c1ccccc1,-3,-2,-7,-7,0,3,-0.4,-4,0.4
COc1ccc(C(CNC(=O)COc2ccc(Cl)cc2C)N2CCCCC2)cc1 (stereo not given),-5,0,2,-3,3,11,-0.4,5,-0.9
COc1ccc(NC(=O)CN2C(=O)NC(C)(c3ccc(C)cc3)C2=O)c([N+](=O)[O-])c1 (stereo not given),-18,3,0,19,1,11,0.2,2,1.5
CC(NC(=O)COC(=O)c1ccccc1SCC(=O)N1CCCC1)c1ccccc1 (stereo not given),22,-2,-2,11,-11,16,-0.5,-5,-0.8
COc1ccc([C@@H]2[C@@H]3C(=O)N(C(C)(C)C)C(=O)[C@@H]3[C@]3(Cc4ccccc4)C(=O)N(c4ccc(OC)cc4)C(=O)N23)cc1,7,-5,12,16,-1,5,0.8,-7,0.6
CN(C)CCNC(=O)C(=O)NCC1CCCN1S(=O)(=O)c1cccs1 (stereo not given),1,0,-7,-1,-5,0,0.0,-15,-0.1
Nc1ccccc1C(=O)NC(=O)Nc1ccc(Oc2ncc(Br)cn2)c(Cl)c1,-10,-2,-2,9,21,13,-0.4,0,-0.2
O=C(CN(C(=O)CNS(=O)(=O)c1ccccc1)C1CCCC1)NCc1ccco1,-1,-4,2,-7,-4,5,-0.3,3,-1.6
C/C(=N\NC(=O)CCc1c[nH]c2ccccc12)c1ccc([N+](=O)[O-])cc1,-4,-1,10,4,-1,4,-0.2,-7,1.9
Cc1ccc(C(=O)Nc2ccccc2C(=O)O)cc1S(=O)(=O)NCc1ccccc1,-9,-3,-3,4,1,5,0.5,-10,-0.2

# Sorted by SMILES length (falling): some entries from above
SMILES,MLLE-PAM2 inh,MsrA act,FAS-TE inh,SKN-1 inh,MT1-MMP act inh,NRP1-CendR mod,TbMetRS inhib,eLon inh,MsrA inh
C/C(=N\NC(=O)CCc1c[nH]c2ccccc12)c1ccc([N+](=O)[O-])cc1,-4,-1,10,4,-1,4,-0.2,-7,1.9
O=S(=O)(/N=C(/NS(=O)(=O)c1ccccc1)c1ccccc1)c1ccccc1,-3,-2,-7,-7,0,3,-0.4,-4,0.4
Nc1ccccc1C(=O)NC(=O)Nc1ccc(Oc2ncc(Br)cn2)c(Cl)c1,-10,-2,-2,9,21,13,-0.4,0,-0.2

# Following part:
SMILES,MLLE-PAM2 inh,MsrA act,FAS-TE inh,SKN-1 inh,MT1-MMP act inh,NRP1-CendR mod,TbMetRS inhib,eLon inh,MsrA inh
C=CCNCCCCOc1ccc(OCc2ccccc2)cc1,5,-11,-8,-9,-2,-6,-0.8,2,0.2
COc1cc2c(cc1OC)CN(C(=O)c1sc(-c3cnccn3)nc1C)CC2,1,-2,-3,1,0,-10,-0.2,1,0.0
COc1cccc(C(=O)N(CN2CCCC2=O)c2cccc(Cl)c2)c1,3,5,-7,-9,-1,-2,-0.8,11,1.1
Cc1c(C)c2ccc(OCC(=O)Nc3ccccc3C(N)=O)cc2oc1=O,-8,-3,-3,2,-1,1,0.9,1,-0.5
Cc1c(C)n(C(=O)CN2CCN(c3ccccc3)CC2)c2ccccc12,-4,-2,18,3,0,10,-0.8,-2,0.2
O=C(Nc1ccc(N2CCCC2)cc1)c1ccc([N+](=O)[O-])cc1Cl,9,-3,-1,8,0,11,0.5,-1,-0.8
CCc1nnc(NC(=O)CC(CN(C)S(=O)(=O)c2ccccc2)c2ccccc2)s1 (stereo not given),7,-3,3,9,1,10,-0.2,-15,0.3

# Looked up by structure from the list above:
SMILES,MLLE-PAM2 inh,MsrA act,FAS-TE inh,SKN-1 inh,MT1-MMP act inh,NRP1-CendR mod,TbMetRS inhib,eLon inh,MsrA inh
O=C(NCC(=O)N1CCN(S(=O)(=O)c2ccccc2C(F)(F)F)CC1)c1sc2ccccc2c1Cl,-20,-4,-1,10,11,10,-0.6,3,0.8
CC1(C(=O)Nc2cccc(NS(C)(=O)=O)c2)Cc2c(-c3cccc(C(N)=O)c3)ccnc2O1 (stereo not given),6,-3,-2,-3,-2,-7,-0.1,-2,-1.1

# Screening results (PubChem)
